# Source: PubChem BioAssay (several laboratories)
# S1P4 antag: blocks the human S1P4 receptor; inhibition, % at 4.98 µM; 220,000 compounds, 0.26% hits; S1P4-expressing cells, antagonist mode, reporter read-out; O95977; in the data active = inhibition above about 29%;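 note: 0% = wells stimulated with agonist and 100% = vehicle wells without agonist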
# Target sequence (O95977 whole entry, looked up): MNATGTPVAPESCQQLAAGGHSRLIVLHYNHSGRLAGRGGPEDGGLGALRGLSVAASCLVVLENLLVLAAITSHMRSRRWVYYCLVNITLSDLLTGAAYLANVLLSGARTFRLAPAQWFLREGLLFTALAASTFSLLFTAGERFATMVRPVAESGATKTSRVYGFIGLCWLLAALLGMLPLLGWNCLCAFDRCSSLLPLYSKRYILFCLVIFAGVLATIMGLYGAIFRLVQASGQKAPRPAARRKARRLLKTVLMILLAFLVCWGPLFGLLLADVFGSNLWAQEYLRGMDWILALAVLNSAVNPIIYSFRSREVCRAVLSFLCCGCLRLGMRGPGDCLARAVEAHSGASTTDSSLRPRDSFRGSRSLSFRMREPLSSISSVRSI
# Wee1 stabilizer: blocks degradation of human Wee1 kinase. P30291. HeLa Luc-Wee1K328M stability, luciferase luminescence; 100% = proteasome inhibitor MG132 effect. reporter increase, % at 5 µM. 220,000 compounds, 1.2% hits;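 active = activation above the mean of all tested compounds plus 3 SD, set per screening run, cut at about 8.8% in these data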;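 note: cells exposed to compound for 20 h before luminescence read; 0% = DMSO alone and 100% = MG132 at 30 µM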
# BaF3 tox: counter-screen for JAK2V617F inhibitors: parental Ba/F3 viability inhibitors; inhibition, % at 5.6 µM; 220,000 compounds, 1.1% hits; CellTiter-Glo ATP luminescence;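 active = inhibition above a per-campaign cutoff, the mean inhibition of all tested compounds plus 3 SD, cut at about 27% in these data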;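 note: 0% = DMSO wells and 100% = JAK Inhibitor I control wells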
# PERK inhibitor: inhibitors of human PERK kinase; inhibition, % at 5.6 µM; CHO PERK-DD fusion, SEAP luminescence translation reporter; 220,000 compounds, 0.17% hits; Q9NZJ5;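 active = inhibition above the mean inhibition of all tested compounds plus 3 SD, set separately per screening campaign, cut at about 2.9% in these data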;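 note: PERK kinase domain activated by AP20187 dimerizer at 100 nM; 0% = DMSO with dimerizer and 100% = rapamycin at 8.4 µM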
# NPY-Y2 PAM-ag: human NPY-Y2 potentiation or agonism, primary screen; P49146; cells expressing NPY-Y2, potentiator/agonist read-out; activation, % at 3.6 µM; 220,000 compounds, 0.45% hits; AID 1359; in the data active = activation above about 27%;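 note: cells stimulated with NPY near EC25 plus isoproterenol at EC100; 0% = vehicle plus submaximal agonist and 100% = vehicle plus saturating agonist; some results beyond the cut were filed as inactive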
# Target sequence (P49146 whole entry, looked up): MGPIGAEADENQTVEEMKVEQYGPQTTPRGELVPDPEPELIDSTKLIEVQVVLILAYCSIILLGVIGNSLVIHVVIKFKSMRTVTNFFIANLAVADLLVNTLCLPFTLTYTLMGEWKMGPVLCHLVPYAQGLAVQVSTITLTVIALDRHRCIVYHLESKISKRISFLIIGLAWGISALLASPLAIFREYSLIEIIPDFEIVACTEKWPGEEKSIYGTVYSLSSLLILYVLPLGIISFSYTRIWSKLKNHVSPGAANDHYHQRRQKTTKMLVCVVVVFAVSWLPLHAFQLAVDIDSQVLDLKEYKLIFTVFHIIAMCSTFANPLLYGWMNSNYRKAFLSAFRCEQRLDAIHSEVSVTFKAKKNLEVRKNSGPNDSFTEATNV
# Ba/F3 V617F tox: lowers viability of Ba/F3 cells expressing EpoR and JAK2V617F | ATP luminescence | inhibition, % at 5.6 µM | 220,000 compounds, 1.1% hits;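 active = inhibition above the campaign mean plus 3 SD over all tested compounds, cut at about 24% in these data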;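 note: cytokine-independent growth of Ba/F3 cells driven by EpoR plus mutant JAK2; 0% = DMSO-treated cells and 100% = JAK inhibitor I control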
# S1P4 agonist: agonists of human S1P4 receptor. S1P4-expressing cell line, agonist reporter assay. activation, % at 4.98 µM. 220,000 compounds, 0.35% hits. O95977; in the data active = activation above about 11%;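 note: 0% = DMSO vehicle and 100% = reference agonist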
# Mdm2 ligase inh: Mdm2 E3 ligase (human) inhibition. AID 1230. 210,000 compounds, 0.11% hits. signal enhancement, % at 5 µM. cell-based MDM2 ubiquitination luciferase reporter, 2 h; 0 = plate control, 100 = twice control, blank-subtracted. Q00987;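 active = signal enhancement of 30% or more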;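 note: luminescence tracks abundance of the self-degrading MDM2-luciferase fusion protein; higher signal means inhibition of MDM2 E3 ligase activity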
#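 Buffer or medium: Cells held in DMEM | Assay system: Stable mammalian line carrying autodegrading MDM2–luciferase fusion reporter | Quantity: 2000 cells/well | Times: 4 h settle plus 2 h compound, 37 °C | Doses: One concentration, 5 µM, with 0.2% DMSO | Technique: Luminescence with SteadyLite reagent, 15 min at room temperature | Benchmarks: Plate controls and plate blanks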
# eIF4E-4G inh: eIF4E/eIF4G interaction inhibition in translation initiation. P63073+Q04637. TR-FRET eIF4E-eIF4GI(517-606) binding, 2 h. inhibition, % at 21.7 µM. 220,000 compounds, 0.37% hits;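 active = inhibition above about 30%, limit read from the data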;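 note: 0% = full FRET control wells and 100% = background wells lacking eIF4GI fragment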
# Numbers without * were called inactive; . = not tested or not shown; [ ] = remark or other dose.
No.	structure	S1P4 antag	Wee1 stabilizer	BaF3 tox	PERK inhibitor	NPY-Y2 PAM-ag	Ba/F3 V617F tox	S1P4 agonist	Mdm2 ligase inh	eIF4E-4G inh
1	CCOC(=O)N1CCN(S(=O)(=O)c2ccc3c(c2)SC(C)C(=O)N3)CC1 (centres undefined)	-4	-2	4	0.4	1	-6	0.0	-15	3
2	COc1ccc(/C=N/NC(=S)Nc2cccc(C(=O)O)c2)cc1	2	-3	3	0.6	-2	-3	0.5	-18	-5
3	CCOC(=O)C1(Cc2ccccc2C)CCCN(C(=O)c2cc(CC)nn2C)C1 (centres undefined)	6	2	10	-0.4	-12	0	0.4	2	-8
4	COc1ccc(N2C(=O)CC(NNc3nc4ccccc4s3)C2=O)cc1 (centres undefined)	0	-3	-4	0.4	5	1	0.1	-12	-4
5	O=C(CCN1C(=O)c2ccccc2C1=O)Oc1ccc2ccccc2c1	-11	-3	0	0.5	-6	-1	0.1	-2	0[fluorescence artefact?]
6	Cc1cc(SCC(=O)Nc2cccc(S(=O)(=O)NC3=NCCCCC3)c2)c(C)cc1Br	20	-2	1	-0.6	-3	26*	2.1	-13	6[fluorescence artefact?]
7	COCCn1c(SCC(=O)c2ccccc2)nc2ccccc2c1=O	-1	5	6	-0.1	0	1	2.0	-11	1
8	Cc1ccc(S(=O)(=O)N2CCC(C(=O)N[C@H](C(=O)NCC3CCCO3)C(C)C)CC2)cc1 (some centres undefined)	-4	-3	2	0.9	12	-2	0.6	4	1[fluorescence artefact?]
9	COc1ccc(C(c2nnnn2CC2CCCO2)N2CCN(c3ccccc3)CC2)cc1 (centres undefined)	-9	1	0	-0.8	-9	-3	-1.5	-16	-5
10	Cc1cc(=O)[nH]c(SCC(=O)N2CCN(S(=O)(=O)c3ccccc3)C2)n1	-2	-1	4	1.2	0	-3	-0.1	-10	-1
11	Cc1cc(Br)ccc1SCC(=O)OC/C(O)=C(\C#N)c1nc2ccccc2[nH]1	-32	0	-3	1.1	-18	-1	0.6	.	-2
12	Cc1cccc(NC(=S)NNC(=O)c2ccc(O)cc2O)c1C	-2	-1	10	0.2	-3	-2	-0.1	-5	-4
13	COc1cccc(CN2CCNC(=O)C2CC(=O)NCCOc2cccnc2)c1 (centres undefined)	-6	1	-3	1.6	16	-1	-1.0	-3	0
14	CCOC(=O)c1cccc(NC(=O)CSc2nnc(COc3ccccc3C)o2)c1	-5	-3	2	0.2	0	1	-0.2	-15	3
15	CCCC1=[N+](CC(=O)c2ccccc2)CCn2cccc21	3	0	6	0.8	-9	0	0.8	-19	2
16	COc1ccc(C2CC(=O)C(CS(=O)(=O)c3ccccc3)C(=O)C2)cc1 (centres undefined)	-19	0	4	0.3	7	0	0.6	3	5
17	O=C(O)Cn1nnnc1SCC(=O)Nc1ccccc1F	-8	0	2	0.0	4	-1	2.2	-8	2
18	COC(=O)c1cccc(S(=O)(=O)N2CCCC2)c1	-23	1	6	-0.4	10	0	1.0	-2	6
19	O=C1C2C3C=CC(C3)C2C(=O)N1c1ccc2ccccc2n1 (centres undefined)	4	0	-1	0.5	2	-6	-3.7	3	3
20	CCC(c1nnnn1Cc1ccc(F)cc1)N(CCCO)Cc1cc2cc3c(cc2[nH]c1=O)OCO3 (centres undefined)	-9	-1	4	0.5	4	0	-0.8	-10	4
21	Cn1c(=O)c2c(-c3ccccc3)n(Cc3cccnc3)cc2n(C)c1=O	-13	1	4	0.1	-18	3	0.5	-35	4
22	Cc1cccc(Nc2nnc(SC3CCOC3=O)s2)c1C (centres undefined)	-5	-2	-2	0.6	7	-2	0.9	16	2
23	COc1ccc(CCCc2n[nH]c(=S)o2)c(C)c1	6	-3	5	1.0	-18	2	-1.4	3	3
24	COc1ccc(Nc2cc(=O)n(C3CCCCC3)c(=O)[nH]2)c(OC)c1	-3	-1	3	-0.8	12	-2	3.7	19	-2
25	CC1(C)CC(=O)C2=C(C1)Nc1cc(C(=O)c3ccccc3)ccc1NC2c1ccccn1 (centres undefined)	-1	1	7	-0.2	11	2	1.4	9	19
26	O=S(=O)(Nc1ccc2ccccc2c1)c1ccccc1	-19	1	1	0.1	1	-3	0.5	-16	4
27	Nc1nnnn1/N=C/c1cccc(OCc2ccccc2Cl)c1	-9	5	2	-0.5	-15	3	2.7	.	3
28	CC(C)OC(=O)CSc1nnc(-c2ccccn2)n1C	11	4	2	1.5	9	4	-0.4	-14	4
29	O=C(Nc1cccc(C(F)(F)F)c1)NC1CCCCC1	-1	4	6	-0.7	-9	1	-1.2	-6	-9
30	CC(C)(C)N=C1NN=C(c2cc3ccccc3o2)CS1	1	8	7	0.3	10	-2	-0.7	-25	2

# Copied from the list:
# COCCn1c(SCC(=O)c2ccccc2)nc2ccccc2c1=O | Wee1 stabilizer: 5
# CCOC(=O)N1CCN(S(=O)(=O)c2ccc3c(c2)SC(C)C(=O)N3)CC1 (centres undefined) | NPY-Y2 PAM-ag: 1
# CCC(c1nnnn1Cc1ccc(F)cc1)N(CCCO)Cc1cc2cc3c(cc2[nH]c1=O)OCO3 (centres undefined) | Ba/F3 V617F tox: 0
# O=C(O)Cn1nnnc1SCC(=O)Nc1ccccc1F | S1P4 antag: -8
# Cc1ccc(S(=O)(=O)N2CCC(C(=O)N[C@H](C(=O)NCC3CCCO3)C(C)C)CC2)cc1 (some centres undefined) | S1P4 agonist: 0.6

# A stretch of the results above, for reference:
No.	structure	S1P4 antag	Wee1 stabilizer	BaF3 tox	PERK inhibitor	NPY-Y2 PAM-ag	Ba/F3 V617F tox	S1P4 agonist	Mdm2 ligase inh	eIF4E-4G inh
1	CCOC(=O)N1CCN(S(=O)(=O)c2ccc3c(c2)SC(C)C(=O)N3)CC1 (centres undefined)	-4	-2	4	0.4	1	-6	0.0	-15	3
2	COc1ccc(/C=N/NC(=S)Nc2cccc(C(=O)O)c2)cc1	2	-3	3	0.6	-2	-3	0.5	-18	-5
3	CCOC(=O)C1(Cc2ccccc2C)CCCN(C(=O)c2cc(CC)nn2C)C1 (centres undefined)	6	2	10	-0.4	-12	0	0.4	2	-8
4	COc1ccc(N2C(=O)CC(NNc3nc4ccccc4s3)C2=O)cc1 (centres undefined)	0	-3	-4	0.4	5	1	0.1	-12	-4

# More records follow.
No.	structure	S1P4 antag	Wee1 stabilizer	BaF3 tox	PERK inhibitor	NPY-Y2 PAM-ag	Ba/F3 V617F tox	S1P4 agonist	Mdm2 ligase inh	eIF4E-4G inh
31	CC(=O)NC(NC(=S)Nc1cccc(Br)c1)C(Cl)(Cl)Cl (centres undefined)	-8	1	-1	-1.5	3	1	1.1	1	-2
32	c1cc2c3c(cccc3c1)NC1(CCCCC1)N2	-14	1	2	-0.4	-5	0	0.6	1	-6
33	CCc1cc(OCCOCCN(C)C)ccc1Cl	-6	2	4	-0.7	-2	3	1.3	0	4
34	c1ccc(C2=Nc3c(ccc4ccccc34)C(c3ccncc3)=NN2)cc1	-27	-1	2	-0.5	8	-1	0.0	0	-1
35	CCc1ccc(C(=O)NNc2ccc(Cl)cc2)cc1	-5	0	4	0.3	-7	6	-0.2	-8	6
36	Cc1ccccc1OCC(=O)NCCC(=O)O	-3	-1	2	0.5	1	3	0.4	-8	-4
37	O=C(NCC1CCCO1)c1ccc(Cn2c(=S)[nH]c3ccccc3c2=O)cc1 (centres undefined)	-13	0	8	0.2	-1	5	0.0	2	-5
38	Cc1ccc(N(C(=O)Cc2c[nH]c3ccccc23)C(C(=O)NC2CCCCC2)c2ccco2)cc1 (centres undefined)	-6	0	2	-0.6	-4	-3	0.8	-1	-5
39	CCOC(=O)Cn1c(=O)oc2cc(S(=O)(=O)NC3CCCc4ccccc43)ccc21 (centres undefined)	12	-1	7	0.4	37*	5	1.5	-15	0[fluorescence artefact?]
40	CC(=O)NC(Cc1ccc(F)cc1)C(=O)NC1CCN(c2ncccc2[N+](=O)[O-])CC1 (centres undefined)	-12	1	6	0.5	4	2	-2.7	-12	6
41	O=C(C(Cc1ccccc1)NS(=O)(=O)c1cccc2cccnc12)N1CCc2ccccc21 (centres undefined)	0	-3	-1	0.5	19	-3	0.6	-2	1
42	O=S(=O)(c1ccccc1)N1CCN(C2CCCCCCC2)CC1	0	-1	2	0.7	-9	3	-0.1	-9	-2
43	Cn1ccs/c1=N\C(=O)Nc1ccccc1	-10	-1	6	1.6	-3	4	0.8	-17	-2
44	O=C(N/N=C/c1ccc(O)cc1)c1[nH]c2ccc(Br)cc2c1-c1ccccc1	22	4	71*	0.3	-21	75*	-0.6	.	-6
45	Cc1ccc(/C=C/C(=O)N2CCN(S(=O)(=O)c3cccs3)CC2)o1	1	-1	-7	1.0	-9	-1	1.8	.	-8

# Four compounds drawn at random from the list so far, as already listed:
No.	structure	S1P4 antag	Wee1 stabilizer	BaF3 tox	PERK inhibitor	NPY-Y2 PAM-ag	Ba/F3 V617F tox	S1P4 agonist	Mdm2 ligase inh	eIF4E-4G inh
40	CC(=O)NC(Cc1ccc(F)cc1)C(=O)NC1CCN(c2ncccc2[N+](=O)[O-])CC1 (centres undefined)	-12	1	6	0.5	4	2	-2.7	-12	6
43	Cn1ccs/c1=N\C(=O)Nc1ccccc1	-10	-1	6	1.6	-3	4	0.8	-17	-2
44	O=C(N/N=C/c1ccc(O)cc1)c1[nH]c2ccc(Br)cc2c1-c1ccccc1	22	4	71*	0.3	-21	75*	-0.6	.	-6
35	CCc1ccc(C(=O)NNc2ccc(Cl)cc2)cc1	-5	0	4	0.3	-7	6	-0.2	-8	6

# Rows were taken by chance. Share with any hit: about 4.1%.
